Assay outcomes as filed in PubChem BioAssay.
CHX counter: counter-screen hit for Shiga toxin inhibitors, cycloheximide | max response, % | cell reporter, cycloheximide protein synthesis inhibition counterscreen | 300,000 compounds, 12% hits | AID 2314; in the data active = max response mostly above about 13%, no sharp cut-off; inactive = mostly below about 14%; note: read at 38.3 µM for the half of the compounds with a filed dose; 0% is about no effect
Pf growth 48h: inhibits P. falciparum growth in the first generation, 48 h; P. falciparum luciferase growth in erythrocytes, 48 h; Potency, µM (doses to about 28.7 µM), for the others: top-dose activity change, negative = inhibition, usual class: inhibitors; 310,000 compounds, 5.9% hits; note: potency is the fitted concentration of half-maximal effect; % is set by controls: 0 for no effect and ±100 for the full control effect
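Read-out is firefly luciferase luminescence from an integrated reporter in P. falciparum, so falling signal marks reduced parasite growth. Infected erythrocytes were at 2% hematocrit and 0.1% parasitemia (final) in Albumax-supplemented RPMI 1640.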
HCV inh: blocks hepatitis C virus. Huh7.5.1 HCVcc-Cre infection, luciferase reporter, 44 h. Potency, µM (series often up to 41.8 µM), inactives show at the top dose activity change, negative = inhibition, actives largely listed as inhibitors. 340,000 compounds, 3.4% hits. AID 651820; note: potency is the fitted concentration of half-maximal effect; % is set by controls: 0 for no effect and ±100 for the full control effect
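A cell-based infection assay in which seeded cells (1,000 per well) receive test compound after 4 h, are inoculated with HCVcc-Cre at approximately 0.5 moi, and are incubated 44 h before luminescence detection.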
Shiga toxin inh: inhibitors of Shiga toxin in Vero cells; Vero cells, Shiga toxin protein synthesis inhibition reporter; inhibition, % at 38.7 µM; 290,000 compounds, 9.2% hits; in the data active = inhibition mostly above about 28%, no sharp cut-off; inactive = mostly below about 43%; note: 0% is about no effect
Pf growth 96h: P. falciparum growth inhibition at 96 hours | P. falciparum luciferase reporter growth, 96 h | Potency, µM (doses to about 28.7 µM), without a hit: at the top dose activity change, negative = inhibition, most hits filed as inhibitors | 320,000 compounds, 6.9% hits; note: potency is the fitted concentration of half-maximal effect; % is set by controls: 0 for no effect and ±100 for the full control effect
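Cell-based qHTS: luciferase-tagged P. falciparum in erythrocytes (2% hematocrit, 0.05% parasitemia final) incubated with compounds for 96 hours, 37 C, 5% CO2; luciferase detection reagent then added and luminescence measured.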
Giardia FBPA inh: inhibitors of Giardia lamblia fructose-1,6-bisphosphate aldolase | A8B2U2 | purified Giardia FBPA | Potency, µM (top dose mostly 59.6 µM), without a hit: at the top dose activity, negative = inhibition, hits mostly inhibitors | 290,000 compounds, 0.71% hits; note: potency is the fitted concentration of half-maximal effect; % is set by controls: 0 for no effect and ±100 for the full control effect; nearly all actives have a fitted effect of over 55% in size
Target sequence (A8B2U2 whole entry, looked up): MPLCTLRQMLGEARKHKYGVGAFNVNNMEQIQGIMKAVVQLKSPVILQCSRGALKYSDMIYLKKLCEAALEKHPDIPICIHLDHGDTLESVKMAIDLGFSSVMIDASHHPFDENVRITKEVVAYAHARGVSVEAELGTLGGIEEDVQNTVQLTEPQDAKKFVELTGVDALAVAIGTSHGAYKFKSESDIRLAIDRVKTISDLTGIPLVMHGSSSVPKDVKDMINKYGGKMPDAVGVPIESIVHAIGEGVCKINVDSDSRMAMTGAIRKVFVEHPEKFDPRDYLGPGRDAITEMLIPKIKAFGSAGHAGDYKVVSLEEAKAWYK
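Giardia FBPA (40 nM reagent) was preincubated 10 min at RT with compound (up to 57.5 uM final), then substrate plus GAPDH/TPI/NAD/arsenate coupling system with diaphorase/resazurin was added; resorufin fluorescence (525/598 nm) was read after 20 min.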
* = called active by the depositor; ? = inconclusive; . = not tested or not shown; & = joins results of further samples; [ ] = remark or other dose. Unless noted, calls come from the whole dose curve; as a rule, active = well fitted curve in the direction sought with a large enough effect; inconclusive = small, poorly fitted or top-dose-only effect, or another doubt; inactive = no such curve, though single readings can be large; an effect the other way counts as inactive or inconclusive.

Compound,CHX counter,Pf growth 48h,HCV inh,Shiga toxin inh,Pf growth 96h,Giardia FBPA inh
O=C(NNC(=O)C1CC2CCC1C2)c1ccccc1 (stereo unspecified),18,10%,0%,16,41%[activator],-2%
CS(=O)(=O)c1ccc2nc(NC(=O)CCN3C(=O)c4ccccc4C3=O)sc2c1,11,-18%,4%,9,52%[activator],3%
CC(=O)Nc1ccc(NC(=O)C(=O)NCC(c2ccco2)N2CCc3ccccc3C2)cc1 (stereo unspecified),.,?,?,.,?,.
Cc1cc(N2CCOCC2)n2cc(-c3ccc(F)cc3)nc2n1,5,-1%,10%,-6,?,-6%
CSc1nc2ccccc2n1C(=O)Oc1ccccc1,2,10%,7%,-17,.,6%
CC(C)CCNC(=O)CSc1nc2ccsc2c(=O)n1NC(=O)c1ccccc1,26*,58%[activator],-1%,13,?,30%
Cc1cccc(Cn2c(NCCO)nc3c2c(=O)n(C)c(=O)n3C)c1,-3,.,1.8µM*,-11,2%,0%
Cc1cc(C)c(S(=O)(=O)N2CCN(C(=O)N3CCOCC3)CC2)c(C)c1,-3,?,5%,-6,?,12%
COc1cc(/C=N/NC(=O)C(=O)NCc2cccnc2)ccc1O,0,10%,0%,-7,?,5%
O=C1N=C(N2CCOCC2)S/C1=C1\C(=O)N(Cc2ccccc2)c2ccccc21,15,15%,27%,24,?,3%
Cc1ccc(-c2nnc(N3CCN(C(=O)COc4ccccc4)CC3)c3ccccc23)cc1,1,.,13µM*,-12,5.2µM*,3%
NC(=O)c1c(NC(=O)c2ccc(S(=O)(=O)N3CCOCC3)cc2)sc2c1CCCCC2,-3,12%,?,-7,?,0%

Continuation.
Compound,CHX counter,Pf growth 48h,HCV inh,Shiga toxin inh,Pf growth 96h,Giardia FBPA inh
CC(C)[C@H](NC(=O)CCn1nnc2ccccc2c1=O)C(=O)O,7,12%,-2%,16,-1%[5.75 µM],9%
Cc1c(Cc2ccccc2)sc(NC(=O)c2ccco2)c1C(N)=O,7,8%,?,40,3%,1%
CC(=O)OC(C)C[N+](C)(C)C (stereo unspecified),-1,-8%,?,-1,?,5%&7%&1%
COCCC(=O)N1CCCC(N2CCN(c3ccc(F)cc3)CC2)C1 (stereo unspecified),1,-20%,8%,-1,83%[activator],3%
COc1ccc(NC(=O)CN(C)C(=O)CC2CCCCC2)cc1,.,?,-18%,.,3%,.
CC1CCCN(C(=O)CNC(=O)c2cccs2)C1 (stereo unspecified),.,265%[activator],19%,.,122%[activator],.
Cc1cccc(C)c1OCC(=O)OCC(=O)Nc1ccc(Cl)cn1,.,16%,29%,.,-20%,.
c1ccc(-c2nnc(OCc3cccnc3)c3ccccc23)cc1,2,-6%,-14%,-6,-19%,4%
CC(C)CNC(=S)NNC(=O)c1csc2c1CCCC2,12,15%,-1%,10,.,3%
CNCc1ccccc1,-3,18%,.,-5,31%[activator],8%&-13%
CC(=O)NC1CSCC1OC(C)=O (stereo unspecified),-6,0%,15%,-11,9.3µM*,0%
CC(/C=C/c1ccccc1)=N/NC(=O)c1cnccn1,27*,45%[activator],-2%,32*,12%,-6%

(cont.)
Compound,CHX counter,Pf growth 48h,HCV inh,Shiga toxin inh,Pf growth 96h,Giardia FBPA inh
CCOC(=O)c1c(C)oc2c1c(C(c1ccccc1)N1CCOCC1)c(O)c1ccccc12 (stereo unspecified),71*,.,?,141*,?,?
COCCNC(=O)C(c1ccc(O)cc1)N(Cc1ccccc1)C(=O)CCC(=O)Nc1nccs1 (stereo unspecified),-5,2%,5%,-10,3%,9%
COc1c([N+](=O)[O-])c(=O)n(-c2ccccc2)c2ccccc12,8,18%,-13%,-8,35%[activator],-25%
O=C(/C=C/NNC(=O)c1ccc(Cl)cc1)c1ccccc1,31*,-30%,8.9µM*,47*,-20%,-22%
COc1ccc(OCc2nc3c4cc(OC)c(OC)cc4nc(=S)n3[nH]2)cc1,-5,9%,22%,-3,-29%,13%
COc1ccccc1CNC(=O)Cn1nnc(-c2ccncc2)n1,-2,18%,-10%,5,0%,4%
CCOc1cc(CNCCc2ccc(S(N)(=O)=O)cc2)ccc1OCc1ccc(Cl)cc1,-4,9.3µM*,?,-20,?,-6%
O=C(NCc1cccc(Cl)c1)c1ccc(CS(=O)Cc2ccccc2Cl)o1 (stereo unspecified),-2,-1%,-23%,-8,?,7%
COc1ccc2[nH]c(=O)c(CN(CC3CCCO3)C(=O)Nc3ccc(F)cc3)cc2c1 (stereo unspecified),-2,26%,?,10,27%,0%
O=C(CCCOc1ccccc1)Nc1ccc(Cl)cn1,30*,20%,?,64*,74%[activator],3%
CCN1C(=O)c2cccc3c(S(=O)(=O)Nc4ccccc4O)ccc1c23,9,-15%,-9%,34,18%,.
CCOC(=O)c1[nH]c2ccccc2c1NC(=O)NC(C)C,-1,-4%,-6%,11,22%,2%

Going on with the list:
Compound,CHX counter,Pf growth 48h,HCV inh,Shiga toxin inh,Pf growth 96h,Giardia FBPA inh
COc1cccc(C2CC(c3cccs3)=NN2C(=O)CSc2nc3ccccc3o2)c1OC (stereo unspecified),-7,14%,6%,-12,?,3%
CCOC(=O)c1sc(-c2ccc(C(F)(F)F)cc2)nc1O,6,?,12%,3,?,10%
CCOC(=O)c1cn(-c2c(Cl)cccc2Cl)c2cc(Cl)c([N+](=O)[O-])cc2c1=O,-5,13µM*,?,-16,8.3µM*,-3%
CCN(CC)S(=O)(=O)c1ccc(N2CCCC2)c(C(=O)OCC(=O)N2CCCC2)c1,10,?,-13%,-2,-25%,3%
CCCOc1ccc(N2CC(C(=O)Nc3ccccn3)CC2=O)cc1 (stereo unspecified),-1,?,-1%,-5,32%[activator],7%
CN(Cc1ccccc1)C(=O)COC(=O)c1cc(S(=O)(=O)N(C)C)ccc1N1CCCC1,.,9.3µM*,?,.,12µM*,.
Cc1oc(-c2ccc(Cl)cc2)nc1CN1CCC(C(=O)NCCCN2CCOCC2)CC1,0,?,8.9µM*,2,?,0%
COc1cc(NS(=O)(=O)c2ccc(NC(=S)NC(=O)CC(C)C)cc2)nc(OC)n1,2,-2%,9%,-5,-13%,9%
COc1ccc(CNc2ccc3c(c2)CCC3)cc1OC,29*,.,.,38,?,-24%
COC(=O)c1sccc1NC(=O)/C=C/c1c(Cl)cccc1Cl,-3,39%[activator],7%,29,.,5%
COc1ccc([C@H](OC)[C@@]2(Cc3ccc(O)cc3)N=C(N)N(C)C2=O)cc1,.,1%,30%[activator],.,-25%,.
O=S1(=O)CCN2C(=N1)SC1=C2CCN(Cc2ccccc2)C1,2,14%,3%,-10,?,1%

(more compounds)
Compound,CHX counter,Pf growth 48h,HCV inh,Shiga toxin inh,Pf growth 96h,Giardia FBPA inh
CCc1c(C)c2ccc(OCC(=O)NCC3CCC(C(=O)O)CC3)c(C)c2oc1=O (stereo unspecified),1,13%,37%[activator],-2,?,-2%
COc1ccc2c(c1)C(=O)[C@@H](O)[C@H](c1ccc(OC)c(Br)c1)O2,18*,3.7µM*,-27%[8.37 µM],43*,3.3µM*,1%&-8%
COC(=O)[C@@H](NC(=O)c1ccc2c(c1)S(=O)(=O)c1ccccc1C2=O)C(C)C,-3,-11%,-20%,3,-20%,5%
O=C(COC(=O)C12CC3CC(CC(Br)(C3)C1)C2)NNC(=O)c1ccccc1,.,7%,7%,.,-1%,.
CCc1cc(C(=O)OC)c(NC(=O)CC2NCCNC2=O)s1 (stereo unspecified),-1,4%,-16%,23,-6%,3%
CCS(=O)(=O)c1c(S(=O)(=O)CC)c2ccccn2c1C(N)=O,-3,1%,12%,-10,?,0%
Cc1ccccc1-n1c(SCC(=O)Nc2c(C)cccc2C)nc(O)cc1=O,10,?,7%,-8,-28%,1%
O=C1NC(=O)/C(=C/c2ccc(-c3cccc([N+](=O)[O-])c3)o2)S1,-3,13%,16%,-5,?,?
Cc1ccccc1C(=O)Nc1nnc(-c2ccco2)o1,33*,?,-8%,57*,?,12%
Cc1ccc(-c2nc3ncccc3o2)cc1NC(=O)COc1ccccc1,2,.,15%,8,-29%,5%
CCOCCn1c(=NC(=O)CSCC(=O)Nc2cc(C)on2)sc2cc(OC)ccc21,1,5.2µM*,-25%,19,5.2µM*,.
CC(=O)c1cccc(NC(=O)COC(=O)CCC(=O)c2cccs2)c1,.,47%[activator],17%,.,?,.

Other entries follow.
Compound,CHX counter,Pf growth 48h,HCV inh,Shiga toxin inh,Pf growth 96h,Giardia FBPA inh
CCC(C)(C)n1nnnc1C(c1cc2cccc(C)c2[nH]c1=O)N1CCCC1 (stereo unspecified),1,?,?,-4,-8%,-19%
C#Cc1cccc(C(=O)N2CCCC(C(=O)c3ccc(OC)cc3C)C2)c1 (stereo unspecified),9,-7%,8%,-16,13µM*,.
COc1ccc(CCNC(=O)c2csc3c2CCCC3)cc1OC,-2,-2%,-21%,-20,-5%,3%
O=S(=O)(Cc1cc(NCc2ccccc2)nc(-c2ccccn2)n1)c1ccccc1,4,?,?,-10,8.3µM*,10%
Cc1onc(-c2ccccc2Cl)c1C(=O)NCc1nc(-c2ccc(C(F)(F)F)cc2)no1,1,?,?,10,?,-6%
CC(OC(=O)/C=C/c1ccc2ccccc2n1)C(=O)N(C)c1ccccc1 (stereo unspecified),.,?,?,.,-21%,.
COc1ccc(C)cc1NC(=O)NCc1ccccn1,-3,-13%[5.75 µM],1%,9,15%[5.75 µM],0%
O=C(Cc1cccs1)Nc1cccc(-c2nnc(-c3ccco3)o2)c1,18,?,-27%,30,-16%,7%
S=c1[nH]nc(-c2ccco2)n1/N=C/c1cccc(Cl)c1,-1,83%[activator],2%,-4,116%[activator],-3%
O=C(Nc1ccccc1)N1CCN(Cc2ccc3c(c2)OCO3)CC1,-4,.,14%,-14,?,3%
O=C(CN(C(=O)CCC(=O)Nc1nccs1)c1cccc(F)c1)NCc1ccc2c(c1)OCO2,-2,13%,-1%,-11,0%,-24%
CCOC(=O)c1ccc(NC(=O)CSc2nnnn2CCCO)cc1,7,?,6%,25,?,2%

Next part
Compound,CHX counter,Pf growth 48h,HCV inh,Shiga toxin inh,Pf growth 96h,Giardia FBPA inh
CCOC(=O)C1CCCN(c2ncnc3c2oc2ccccc23)C1 (stereo unspecified),17*,49%[activator],5%,47,56%[activator],-6%
CCN(Cc1ccccc1)C(=O)C1CCN(Cc2ccc(OC)c(OC)c2OC)CC1,1,0%,-18%&-25%,-10,-11%,-19%
CCCc1cc(=O)[nH]c(SCCc2ccccc2)n1,12*,17%,0%,30,9.3µM*,-25%
COc1ccccc1NS(=O)(=O)c1cc(NC(=O)Nc2ccccc2)ccc1N1CCCCC1,6,2.6µM*,?,17,1.5µM*,-1%
O=C(NCCCN1CCCC1=O)c1cc(=O)c2ccccc2o1,1,16%,5%,-19,.,-2%
COc1cc(-c2nnc(Sc3ccc(C(F)(F)F)cc3[N+](=O)[O-])o2)cc(OC)c1OC,0,3%,?,-7,.,0%
Cc1nc2c(-c3ccccc3)c(C)nn2c(C)c1CCC(=O)O,-5,-9%,?,-2,-2%,4%
O=C(NC1CCCC1)C(c1ccccc1)N(Cc1ccccc1)C(=O)c1csnn1 (stereo unspecified),-4,?,1%,-8,?,-3%

Only CHX counter and Shiga toxin inh (three entries from above):
canonical_smiles,CHX counter,Shiga toxin inh
COc1cccc(C2CC(c3cccs3)=NN2C(=O)CSc2nc3ccccc3o2)c1OC (stereo unspecified),-7,-12
CCOC(=O)c1sc(-c2ccc(C(F)(F)F)cc2)nc1O,6,3
CCOC(=O)c1cn(-c2c(Cl)cccc2Cl)c2cc(Cl)c([N+](=O)[O-])cc2c1=O,-5,-16
